# Rev-erbA mod – modulators of human Rev-erb alpha DNA binding; P20393; Rev-erbα–FITC-DNA binding, fluorescence polarization, 90 min; activity, % at 10 µM; 0.79% of 370,000 active; AID 1259318;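 active means activity above about 14%, limit read from the data; passing the limit was not always enough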;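 further: 0% = DMSO wells with 35 nM protein and 100% = DMSO wells with 750 nM protein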
# Target sequence (P20393 whole entry, looked up): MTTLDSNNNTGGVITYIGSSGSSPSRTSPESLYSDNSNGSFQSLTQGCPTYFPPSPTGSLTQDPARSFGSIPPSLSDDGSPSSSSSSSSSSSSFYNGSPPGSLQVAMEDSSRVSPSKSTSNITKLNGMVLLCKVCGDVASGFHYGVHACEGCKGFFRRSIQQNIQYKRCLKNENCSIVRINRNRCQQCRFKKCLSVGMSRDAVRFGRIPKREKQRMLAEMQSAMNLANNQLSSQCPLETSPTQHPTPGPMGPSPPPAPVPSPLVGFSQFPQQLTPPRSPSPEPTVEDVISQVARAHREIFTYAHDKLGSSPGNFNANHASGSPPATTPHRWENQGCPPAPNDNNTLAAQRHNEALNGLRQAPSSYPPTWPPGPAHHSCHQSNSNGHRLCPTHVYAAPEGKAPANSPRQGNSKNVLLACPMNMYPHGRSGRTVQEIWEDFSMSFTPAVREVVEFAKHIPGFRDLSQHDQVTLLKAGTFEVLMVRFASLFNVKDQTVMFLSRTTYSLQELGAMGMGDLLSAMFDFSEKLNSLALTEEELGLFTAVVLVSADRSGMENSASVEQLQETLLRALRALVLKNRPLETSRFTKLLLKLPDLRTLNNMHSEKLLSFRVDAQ
# SMARCA2 activ – increases SMARCA2 function in MMTV reporter cells; MG213 cells, MMTV-luciferase reporter, dexamethasone, overnight; activation, % at 9.1 µM; 1% of 370,000 active; AID 652017; in the data active means activation above about 7.8%;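 further: 0% = vehicle wells and 100% = reference activator wells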
# ADAM17 inh – ADAM17 inhibition, QFRET primary screen | P78536 | inhibition, % at 6.95 µM | recombinant ADAM17, EDANS/DABCYL FRET peptide cleavage | 0.83% of 370,000 active | AID 720648;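 active means inhibition above the mean of compounds lying between control limits plus 3 SD, set per campaign, cut at about 8.5% in these data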;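 further: 0% = DMSO-only wells as the low control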
# hgDAF12 agonist – hgDAF-12 agonism, primary luciferase screen; HEK293 GAL4-hgDAF12 UAS-luciferase reporter, agonist luminescence; normalized to butyrate control; activation, % at 6.8 µM; 1.8% of 370,000 active;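 active means activation above a cutoff set at the mean of all screened compounds plus 3 SD, cut at about 10% in these data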;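 further: 0% = DMSO wells and 100% = sodium butyrate wells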
# DAX1 inh-1 – inhibitors of human orphan nuclear receptor DAX1 (NR0B1); AID 504766; inhibition, % at 6.75 µM; 0.99% of 340,000 active; HEK293 Gal4-DAX1 luciferase reporter, luminescence; P51843;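 active means inhibition above the mean over all tested compounds plus 3 SD, cut at about 4.2% in these data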;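 further: 0% = DAX1-transfected cells with DMSO and 100% = empty-vector control cells with DMSO; inhibition shows as a rise in luminescence from relieved DAX1 repression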
# Target sequence (P51843 207-470 limits assumed): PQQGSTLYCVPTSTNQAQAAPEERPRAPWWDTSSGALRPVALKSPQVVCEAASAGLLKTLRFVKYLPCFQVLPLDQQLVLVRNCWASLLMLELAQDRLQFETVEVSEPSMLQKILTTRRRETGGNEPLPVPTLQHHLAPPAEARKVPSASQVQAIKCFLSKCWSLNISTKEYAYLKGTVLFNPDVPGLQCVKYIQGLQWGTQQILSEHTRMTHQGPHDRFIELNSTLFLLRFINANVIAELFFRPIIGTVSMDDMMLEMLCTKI
# MBD2 DNA inh – blocks human MBD2 binding to methylated DNA | AID 686964 | inhibition, % at 4.4 µM | Q9UBB5 | TR-FRET, MBD2 binding to methylated oligonucleotide | 0.31% of 370,000 active; in the data active means inhibition above about 13%
# hcDAF12 agonist – activators of H. contortus DAF-12 nuclear receptor. HEK293 hcDAF-12 lit1-tk-luc reporter, luminescence; 0% DMSO, 100% Δ7-dafachronic acid. activation, % at 6.8 µM. 1.4% of 370,000 active. AID 652067;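 active means activation above the mean of all tested compounds plus 3 SD, cut at about 5.5% in these data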;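 further: 100% = response to 3 µM Δ7-dafachronic acid high control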
# PLC-beta3 inh – inhibitors of human phospholipase C beta3. 0.18% of 370,000 active. inhibition, % at 12.2 µM. Purified PLC-beta3, fluorogenic substrate, fluorescence. AID 720704; in the data active means inhibition above about 11%;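 further: 0% = median of compound wells on plate and 100% = full blocker control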
# PLCg1 inh – PLC-gamma1 (human) inhibition, primary screen; P19174; purified PLC-gamma1, fluorogenic substrate, fluorescence; inhibition, % at 12.2 µM; 0.84% of 370,000 active; AID 720700; in the data active means inhibition above about 9.5%
# DAX1 inh-2 – inhibitors of DAX1 repression of SF-1 activated StAR promoter | 1.1% of 370,000 active | AID 652010 | inhibition, % at 6.8 µM | HEK293T StAR-luciferase reporter, SF-1/DAX-1 repression relief;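 active means inhibition above the mean over all tested compounds plus 3 SD, cut at about 3.6% in these data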;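 further: 0% = DAX-1 cells with DMSO and 100% = cells lacking DAX-1 with DMSO; higher inhibition means more luminescence from relief of DAX-1 repression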
# ssDAF12 agonist – activators of S. stercoralis DAF-12 nuclear receptor; HEK293 ssDAF-12/GRIP1 lit1-tk-luc reporter, luminescence; % of 3 µM dafachronic acid response; activation, % at 6.8 µM; 1% of 370,000 active; AID 652126;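 active means activation above the mean over all tested compounds plus 3 SD, cut at about 0.9% in these data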;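 further: 0% = DMSO-only wells and 100% = 3 µM delta7-dafachronic acid wells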
# * marks the source's active call; other numbers are inactive results; nt = not tested or not shown.
# Order of values: Rev-erbA mod	SMARCA2 activ	ADAM17 inh	hgDAF12 agonist	DAX1 inh-1	MBD2 DNA inh	hcDAF12 agonist	PLC-beta3 inh	PLCg1 inh	DAX1 inh-2	ssDAF12 agonist
O=C(N/N=C/c1ccccc1O)C1CC(=O)N(c2ccc(F)cc2)C1 (stereo unspecified)
  -2	0	-18	-3.1	-0.8	4	2.9	-51	-29	-0.3	-1.0
CCS(=O)(=O)N1CCC(C(=O)c2ccc(Cl)cc2)CC1
  0	-3	-4	3.0	-0.8	6	0.1	-3	1	-0.5	-1.5
Fc1ccccc1N1CCN(c2ncnc3[nH]ncc23)CC1
  -6	-3	-3	-5.1	-2.1	-2	-0.6	-3	2	-1.3	-1.5
COc1ccc(NC(=O)c2cc(C)on2)cc1
  -3	4	-2	8.6	2.0	-3	1.8	-3	4	2.6	-0.3
COc1cc(-c2cnc3c(NC=O)cc(-c4ccc(C)cc4)cn23)cc(OC)c1OC
  -2	1	-13	-2.6	nt	6	-2.4	-80	-87	11*	-0.5
CN(NC(=O)c1ccc(Cl)cc1)c1ncc(C(F)(F)F)cc1Cl
  0	-2	-1	0.4	0.8	3	-1.6	-5	2	0.8	-2.0
COCCNC(=O)c1ccccc1-c1nc(-c2ccccc2OC)no1
  -1	0	-7	1.4	0.1	5	3.7	-4	-2	-0.1	-0.3
CC1(c2nc3ccccc3[nH]2)CCCC2=Nc3ccccc3CN21 (stereo unspecified)
  0	-1	-4	2.2	nt	-1	-0.2	-2	-1	0.2	-0.5
COc1ccc2oc(C(=O)Nc3nc(-c4ccccn4)cs3)c(C)c2c1
  3	-3	-54	1.6	-0.4	9	1.5	-223	-219	0.5	-0.7
CCN1CCN(C(=O)CCc2nnc3ccc(N4CCN(c5cccc(OC)c5)CC4)nn23)CC1
  -3	-2	-3	-0.4	0.6	0	-1.0	-7	0	-0.1	-0.9
Cc1cc(=O)[nH]c(SCC(=O)c2ccc(O)c(O)c2)n1
  -2	4	1	-1.4	0.3	-7	-2.2	-4	1	-0.4	-1.6
COc1ccc(N2CCN(C(=O)[C@H](Cc3c[nH]c4ccccc34)NC(C)=O)CC2)cc1
  8	-1	-1	-1.5	2.6	1	1.5	-3	2	-0.5	-1.1
CC(NC(=O)c1ccc2c(c1)OCO2)c1cccc(C(F)(F)F)c1 (stereo unspecified)
  -4	4	2	0.4	-0.6	2	-1.2	-3	3	-2.5	-1.5
Cc1cc(-c2csc(N)n2)c(C)n1C
  2	-1	-2	-0.1	0.1	11	-0.6	-22	-15	-0.1	-1.5
Cc1ccc(CN2CCN(CC(=O)NC(C)CCc3ccccc3)C2=O)cc1 (stereo unspecified)
  0	-3	-4	-2.0	-0.7	4	-2.1	0	3	-0.4	-1.1
Cc1ccc(S(=O)(=O)Nc2c(C)nc3nc[nH]n3c2=O)c(C)c1
  1	-2	-2	-0.2	0.4	0	1.6	1	1	0.6	-0.4
COC(=O)c1ccc(CSc2cc(C)c3cccc(C)c3n2)o1
  -4	0	3	0.2	0.2	-3	-1.5	-5	0	0.7	-2.3
Cc1nn(CC(=O)N2CCC(C(N)=O)CC2)c(=O)c2nn(-c3ccccc3)c(C)c12
  -3	-1	4	0.0	-0.2	0	1.1	-11	5	0.7	-1.2
O=C(CSCc1n[nH]c(=O)[nH]1)NCCOc1cccc(Oc2ccccc2)c1
  -1	-2	-3	0.3	-0.5	8	-1.2	4	3	-0.1	-0.9
O=C(COC(=O)CN1C(=O)C2CCCCC2C1=O)Nc1c(Cl)cccc1Cl (stereo unspecified)
  -4	0	-3	-1.5	0.2	0	0.4	-2	4	-0.4	-1.6

# Following part.
# Order of values: Rev-erbA mod	SMARCA2 activ	ADAM17 inh	hgDAF12 agonist	DAX1 inh-1	MBD2 DNA inh	hcDAF12 agonist	PLC-beta3 inh	PLCg1 inh	DAX1 inh-2	ssDAF12 agonist
CC1CC(NNC(=O)c2ccccc2)=Nc2ccccc2N1C (stereo unspecified)
  7	-3	-1	-0.2	1.1	6	-3.4	-2	-3	-0.1	-1.5
CC(Oc1ccc(C(=O)NC2CCCCC2)cc1)C(=O)O (stereo unspecified)
  4	2	-1	0.1	-0.3	4	-0.4	5	4	0.4	-0.5
CN(C(=O)c1cccc(Cl)c1)C1CCCN(Cc2ccccc2F)C1 (stereo unspecified)
  1	1	-2	-0.7	0.3	2	-1.3	-4	3	-0.1	-1.2
CC(=O)NC(CC(=O)OC(C)C(=O)Nc1ccc(Cl)cn1)c1ccccc1 (stereo unspecified)
  4	-2	-2	-0.3	0.0	2	-1.0	5	5	-2.2	-1.0
O=C1c2ccccc2C(O)N1Cc1ccccc1Cl (stereo unspecified)
  -3	-2	1	-4.4	1.7	-2	-0.1	2	-2	-1.0	-1.1
Cc1ccc(Cn2c(Sc3ncccn3)nc3c2c(=O)[nH]c(=O)n3C)cc1
  -8	-1	-2	-1.8	0.6	-1	-2.6	2	1	-0.5	-1.1
O=C(/C=C/c1ccc([N+](=O)[O-])cc1)NCc1cccs1
  7	-3	-1	2.9	-1.9	2	-2.5	1	1	-0.6	-1.3
Cc1cnc(=O)[nH]c1SCc1cccc([N+](=O)[O-])c1
  -1	-1	0	-3.8	-0.5	6	1.1	-9	5	-0.2	-0.6
Cc1ccc(S(=O)(=O)Cn2nnnc2C(CC(C)C)N2CCN(C)CC2)cc1 (stereo unspecified)
  2	1	-3	0.1	-0.1	0	-0.6	0	-1	0.2	-1.1
O=C(O)c1ccc2c(c1)C(=O)N(c1ccc(Nc3ccccc3)cc1)C2=O
  3	-4	-2	-3.8	-0.1	-1	-0.3	6	3	-0.5	-1.5
CC(C)Cc1nnc(NC(=O)CC(=O)Nc2ccccc2C(=O)O)s1
  -3	2	-7	-1.4	-0.5	3	-0.7	-6	-1	0.1	-1.6
O=C(NC(Cc1ccccc1)C(=O)O)/C(=C\c1ccco1)NC(=O)c1ccccc1Br (stereo unspecified)
  2	-3	0	-1.6	-0.2	1	0.5	-19	-24	1.0	-0.5
CC1(c2ccccc2)NC(=O)N(CC(=O)Nc2ccccc2N2CCCCC2)C1=O (stereo unspecified)
  5	-1	-1	-3.1	-1.5	-5	-2.0	-1	1	-1.6	-1.2
COc1ccc(C(=O)NCCC(=O)NCc2cc(=O)n(C)c(=O)n2C)cc1
  -1	-2	6	-0.8	1.2	4	-1.1	-1	-1	-0.5	-1.1
CCC(=O)NN1CCc2cc3ccc(C)cc3nc21
  7	1	-103	2.0	-0.7	3	4.4	-167	-117	-0.4	-0.4
Cc1noc(C)c1S(=O)(=O)N(CC(=O)NC1CCC(C)CC1)c1ccc(C(C)C)cc1 (stereo unspecified)
  -2	-2	0	-0.4	-0.2	3	-0.8	-5	7	0.5	-1.1
CCOC(=O)c1cc(-c2ccccc2)sc1NC(=O)CSc1nnnn1C
  -10	-2	-1	-0.2	-0.2	-4	-1.3	3	1	-0.6	-1.8
Cn1c(N)c(C(=O)COC(=O)c2ccc(C(F)(F)F)cc2)c(=O)n(C)c1=O
  4	1	-1	-1.3	-1.4	-2	-0.8	-2	0	-1.8	-1.5
Cc1cccc2cc(CN(Cc3cccs3)S(=O)(=O)c3ccc4c(c3)OCCO4)c(=O)[nH]c12
  0	-3	-1	-2.5	-1.2	-2	0.0	2	1	-0.5	-0.3
O=C(/C=C/c1ccc2c(c1)OCO2)c1ccco1
  1	5	-3	1.7	-0.3	-5	2.9	-29	-18	0.1	-1.4

# Additional compounds.
# Order of values: Rev-erbA mod	SMARCA2 activ	ADAM17 inh	hgDAF12 agonist	DAX1 inh-1	MBD2 DNA inh	hcDAF12 agonist	PLC-beta3 inh	PLCg1 inh	DAX1 inh-2	ssDAF12 agonist
COc1ccc([C@H]2CC(=O)C[C@@H](CCn3cc(CC4CCCC4)nn3)O2)cc1
  2	-1	-3	-0.9	nt	-3	1.0	-3	-2	2.0	-1.3
CC(=O)Nc1ccc(C(=O)N2CCCC2)cc1
  -5	-2	1	-0.7	0.8	-2	-0.7	4	2	-0.5	-0.7
CC(NC(c1ccccc1)c1ccccc1)C(=O)N1CCCc2ccccc21 (stereo unspecified)
  1	-4	1	8.4	-1.7	1	-0.4	-3	-2	-1.1	-0.9
Cc1cc(C)n2nc(SC(C)C(=O)Nc3ccc(Cl)cn3)nc2n1 (stereo unspecified)
  -4	0	-7	1.8	0.4	10	0.6	-7	2	0.3	-1.0
Cc1ccc(OCC(=O)OCC(=O)NC2CC2)cc1C
  -5	-1	-2	3.8	0.5	0	0.7	0	-2	1.0	0.2
COCCNC(=O)c1cc2c(c(-c3cccc(-c4cc5ccccc5o4)c3)n1)[C@@H](CCO)N(S(=O)C(C)(C)C)C2 (stereo partly specified)
  3	1	0	3.2	nt	2	2.1	-38	-31	2.5	-0.6
COc1ccccc1N1CCN(CCC(=O)Nc2ccc(F)cc2)CC1
  -3	-1	-2	-1.8	-0.8	0	-1.1	3	-1	-0.2	-1.9
CC(C)C[C@H](NC1(C(=O)NC2CCCCC2)CCOCC1)C(=O)NCC(c1ccccc1)c1ccccc1
  -2	nt	-3	0.6	nt	-2	-1.9	-2	2	nt	-1.7
COc1cccc(NC(=S)N2c3ccccc3CC2C)c1 (stereo unspecified)
  3	0	-4	2.0	-0.1	1	2.4	-5	0	-0.1	-0.6
CCN(CC)c1ccc(/C=C(/C#N)C(=O)NC(C)C)o1
  19	2	0	7.6	0.7	-21	0.4	0	-3	1.0	-1.0
CCCCOCCCNC(=O)C[C@H]1C[C@@]2(C(=O)OC)C(=C[C@H](COCc3ccccc3)O[C@@H]2C)N(CCC2=CCCCC2)C1=O
  0	-6	3	-2.5	nt	3	1.0	2	2	0.6	-0.9
O=C(O)c1cccc(NC(=O)c2cc(S(=O)(=O)N3CCOCC3)cs2)c1
  1	-2	-1	1.9	0.0	-2	-0.9	3	0	0.8	0.3
CCCCn1c(N)c(N(CCOC)C(=O)C2CC(=O)N(Cc3ccc(C)cc3)C2)c(=O)[nH]c1=O (stereo unspecified)
  -3	-3	-6	-0.1	-0.1	-1	-1.1	-6	-1	-0.2	-0.9
Cc1cc(C(=O)NC(C)Cc2ccccc2)cc(C)c1[N+](=O)[O-] (stereo unspecified)
  -7	-2	-1	2.4	nt	-1	-1.6	3	2	0.4	-1.4
C=CCN1C(=O)C(CC(=O)Nc2ccc(OC)cc2)N(Cc2ccco2)C1=S (stereo unspecified)
  -1	-2	0	-1.1	-0.1	-5	-1.7	1	1	-1.0	-2.0
COc1ccc(CNC(=O)CCCC(=O)n2nc(C)c3ccccc32)cc1
  2	-2	-1	0.8	0.7	-1	-1.9	-5	-2	-1.0	-0.6

# Rewritten tab-delimited: entries from further up.
Molecule	Rev-erbA mod	SMARCA2 activ	ADAM17 inh	hgDAF12 agonist	DAX1 inh-1	MBD2 DNA inh	hcDAF12 agonist	PLC-beta3 inh	PLCg1 inh	DAX1 inh-2	ssDAF12 agonist
COCCNC(=O)c1cc2c(c(-c3cccc(-c4cc5ccccc5o4)c3)n1)[C@@H](CCO)N(S(=O)C(C)(C)C)C2 (stereo partly specified)	3	1	0	3.2	nt	2	2.1	-38	-31	2.5	-0.6
COc1ccccc1N1CCN(CCC(=O)Nc2ccc(F)cc2)CC1	-3	-1	-2	-1.8	-0.8	0	-1.1	3	-1	-0.2	-1.9
CC(C)C[C@H](NC1(C(=O)NC2CCCCC2)CCOCC1)C(=O)NCC(c1ccccc1)c1ccccc1	-2	nt	-3	0.6	nt	-2	-1.9	-2	2	nt	-1.7

# High-throughput results: PubChem BioAssay, several laboratories

# Outcome played no part in choosing rows; any-hit rate near 7.4%.
